Screening results as filed in PubChem BioAssay.
GPT2 inhibitor = inhibitors of human GPT2 alanine aminotransferase; AID 1671188; Potency, µM (highest dose often 57.7 µM), inactives show at the top dose activity change, negative = inhibition, actives largely listed as inhibitors; 100,000 compounds, 0.25% hits; Recombinant GPT2, coupled pyruvate oxidase/HRP Amplex Red fluorescence; note: potency is the fitted concentration of half-maximal effect; nearly all actives have a fitted effect of over 60% in size; many of its hits are not listed in these tables
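Recombinant GPT2 (10ng/uL) with 250uM a-KG and 2mM L-alanine, 30 min at room temperature, in HEPES pH 7.5 buffer. Pyruvate detected by pyruvate oxidase/HRP/Amplex Red fluorescence after 30 min in the dark; AOA (50uM) as positive control.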
HEK293 tox = cytotoxic compounds in HEK 293 cells; Potency, µM (top dose mostly 115 µM), for the others: at the top dose activity change, negative = cytotoxicity, usual class: inhibitors; 94,000 compounds, 6.6% hits; AID 1345083; HEK 293 viability, ATP luminescence (CellTiter-Glo), 48-72 h; note: potency is the fitted concentration of half-maximal effect; nearly all actives have a fitted effect of over 60% in size
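Viability of HEK 293 cells, plated at 250 cells/well, was judged by cellular ATP after compound treatment for 48 or 72 hr. Luminescence was imaged 10 min after CellTiter-Glo addition at room temperature.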
IP6K1 inhibitor = inhibitors of human IP6K1; Q92551; IP6K1 kinase, ADP-Glo luminescence, 2 h; active compounds read low; activity change, % (series mostly up to about 58 µM); 140,000 compounds, 0.81% hits; AID 1645851; in the data active = activity change below about -25%
Target sequence (Q92551 whole entry, looked up): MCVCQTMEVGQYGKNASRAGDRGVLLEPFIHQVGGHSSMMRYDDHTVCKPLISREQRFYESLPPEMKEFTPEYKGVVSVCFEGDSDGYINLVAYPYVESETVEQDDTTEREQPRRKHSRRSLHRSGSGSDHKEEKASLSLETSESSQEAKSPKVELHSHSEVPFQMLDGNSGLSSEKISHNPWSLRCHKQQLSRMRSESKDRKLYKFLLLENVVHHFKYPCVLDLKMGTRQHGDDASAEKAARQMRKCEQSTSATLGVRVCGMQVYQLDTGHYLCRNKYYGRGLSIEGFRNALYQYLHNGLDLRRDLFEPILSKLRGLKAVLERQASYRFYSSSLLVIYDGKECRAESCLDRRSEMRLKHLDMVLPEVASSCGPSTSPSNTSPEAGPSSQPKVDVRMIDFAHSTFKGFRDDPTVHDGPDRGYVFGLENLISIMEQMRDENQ
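ADP-Glo luminescence measures ADP made by human IP6K1 during a 2 h RT reaction with ATP/IP6 (mix at 1.3 mM/130 uM); top library doses 57.5 and 19.1 uM final.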
NIH3T3 tox = kills NIH 3T3 cells | 94,000 compounds, 4.3% hits | NIH 3T3 viability, CellTiter-Glo ATP luminescence, 48-72 h | Potency, µM (highest dose often 96.7 µM), for the others: at the top dose activity change, negative = cytotoxicity, usual class: inhibitors; note: potency is the fitted concentration of half-maximal effect; nearly all actives have a fitted effect of over 55% in size
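Mouse fibroblast NIH 3T3 cells, 400 per well, received compound via pintool and were incubated for 48 or 72 hr prior to CellTiter-Glo ATP luminescence measurement.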
Luciferase inh = Photinus pyralis luciferase inhibition | AID 1347043 | 76,000 compounds, 2.5% hits | P08659 | purified P. pyralis luciferase, luminescence, biochemical | Potency, µM (series often up to 115 µM), without a hit: at the top dose activity change, negative = inhibition, actives largely listed as inhibitors; note: potency is the fitted concentration of half-maximal effect; nearly all actives have a fitted effect of over 65% in size
Target sequence (P08659 whole entry, looked up): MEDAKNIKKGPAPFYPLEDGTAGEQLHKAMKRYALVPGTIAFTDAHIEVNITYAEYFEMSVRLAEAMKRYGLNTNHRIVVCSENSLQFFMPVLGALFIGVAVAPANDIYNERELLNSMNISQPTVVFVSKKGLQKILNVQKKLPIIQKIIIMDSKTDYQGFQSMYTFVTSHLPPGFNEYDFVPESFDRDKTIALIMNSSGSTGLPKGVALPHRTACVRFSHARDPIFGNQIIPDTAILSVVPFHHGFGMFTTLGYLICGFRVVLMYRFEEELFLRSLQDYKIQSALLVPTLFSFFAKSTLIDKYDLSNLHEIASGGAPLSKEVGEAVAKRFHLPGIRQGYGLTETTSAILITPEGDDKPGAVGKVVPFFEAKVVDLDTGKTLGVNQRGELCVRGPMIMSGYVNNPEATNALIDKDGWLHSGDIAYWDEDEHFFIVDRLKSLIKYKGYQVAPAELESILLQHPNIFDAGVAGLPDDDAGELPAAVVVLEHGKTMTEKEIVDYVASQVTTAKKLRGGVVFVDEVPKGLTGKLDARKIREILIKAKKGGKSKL
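Luminescence read by CCD imager after adding enzyme (10nM final) to wells holding compound, titrated in qHTS. Substrates 10uM each D-luciferin and ATP; buffer 50mM Tris acetate pH 7.5, 10mM Mg acetate, Tween-20, BSA.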
SNCA expr inhib = reduces expression of the alpha-synuclein gene. HEK-293 SNCA-luciferase knock-in, luminescence, 24 h. Potency, µM (highest dose often 57.2 µM), for the others: at the highest dose activity change, negative = inhibition, actives largely listed as inhibitors. 140,000 compounds, 0.17% hits. AID 1671194;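 note: potency is the fitted concentration of half-maximal effect; plate controls were DMSO cells for no effect and cell-free wells for full effect; nearly all actives have a fitted effect of over 45% in size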
HEK293 viab = cell viability loss counter-screen; 150,000 compounds, 0.12% hits; HEK-293-SNCA-luc viability, GF-AFC fluorescence, 24 h; Potency, µM (titrated, usually from 57.1 µM), inactives show at the top dose activity change, negative = cytotoxicity, hits mostly cytotoxic;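 note: potency is the fitted concentration of half-maximal effect; 0% = DMSO-treated cells and -100% = medium-only wells without cells; nearly all actives have a fitted effect of over 30% in size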
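HEK-293-SNCA-luc cells (1500/well) plated 24 h, then exposed 24 h to a dilution series; GF-AFC added 30 min at 37C, fluorescence 405/540 nm; normalised to medium-only and DMSO wells, Hill fit.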
Starred values were filed as active, the others as inactive; i = inactive; u = inconclusive; x = no result given; & = joins results of further samples; [ ] = remark or other dose. Unless noted, calls come from the whole dose curve; as a rule, active = well fitted curve in the direction sought with a large enough effect; inconclusive = small, poorly fitted or top-dose-only effect, or another doubt; inactive = no such curve, though single readings can be large; an effect the other way counts as inactive or inconclusive. Unless noted, % is set by controls: 0 for no effect and ±100 for the full control effect. The list is partial; rates above refer to the full screens.

Values run as follows: GPT2 inhibitor | HEK293 tox | IP6K1 inhibitor | NIH3T3 tox | Luciferase inh | SNCA expr inhib | HEK293 viab
(1) CCOc1cc(CNC(=O)CCCn2c(=O)c3cccn3c3cccnc32)cc(OCC)c1OCC
→ x | x | 0 | x | x | 36%[activator] | -22%
(2) OCc1cccc(-c2cc(C3=CCOCC3)c3cncn3c2)c1
→ u | -21%[172 µM] | 26 | u | 6%[172 µM] | -22%[87.6 µM] | 14%[87.6 µM]
(3) CCC1(CO)CCCN(CCCOc2ccc(C(N)=O)cc2)C1 (stereo not given)
→ i | 1% | -11 | -9% | 0% | -10% | -3%
(4) O=C(CSCc1ccc(F)cc1)NCc1ccc(F)cc1
→ x | x | 3 | x | x | 34%[activator] | -5%
(5) Cc1cccc(N(CC(=O)NCCSc2ccc(Cl)cc2)S(C)(=O)=O)c1C
→ x | x | 14 | x | x | -27% | -3%
(6) COc1ccccc1CC(=O)N1CCCc2ncc(C(=O)Nc3ccc(OC)c(OC)c3)cc21
→ -8% | u | 10 | -24% | 4% | -14% | -8%
(7) CCc1ccc(OC(C)C(=O)Nc2c(C(=O)c3ccccc3)oc3ccccc23)cc1 (stereo not given)
→ x | x | 10 | x | x | 30% | 4%
(8) O=C(Cc1ccccc1)NCC1CN(C(=O)Cc2cccc(Oc3ccccc3)c2)CC12CN(c1ccccc1)C2 (stereo not given)
→ -8% | u | 23 | u | 0% | u | -29%
(9) Cc1cc(=O)n(CC(=O)NC(C)CCc2ccccc2)c(N2CCc3ccccc3C2)n1 (stereo not given)
→ i | -3% | 24 | -4% | 2% | -15% | -2%
(10) Cc1ccccc1-c1nc(SCC(=O)NCC2CCCO2)c2c(=O)n(C)c(=O)n(C)c2n1 (stereo not given)
→ x | x | -8 | x | x | -1% | 9%
(11) O=C(c1ccoc1)N1CCC2(CC1)CN(Cc1ccccc1)CC2CO (stereo not given)
→ i | -29% | 8 | -11% | -7% | 0% | 1%
(12) CC(C)Oc1ccc2c(=O)c(-c3ccccc3)coc2c1
→ i | x | 4&17 | x | x | 18% | 3%
(13) COc1ccc(-c2c(C)nn3c(-c4ccccc4)cc(-c4ccccc4)nc23)cc1OC
→ x | x | 4 | x | x | 19% | -4%
(14) O[C@H]1[C@H](NCc2ccccc2)[C@H]2CO[C@H](O2)[C@@H]1N1CCC(Cc2ccccc2)CC1
→ -7%[88.5 µM] | u | 3 | u | 18%[172 µM] | -11%[87.6 µM] | 8%[87.6 µM]
(15) Cc1cccc(N2CCN(C(=O)C3CCCN(C(=O)c4cccnc4)CCC(=O)NCC3)CC2)c1 (stereo not given)
→ -2% | i | 7 | 3% | 1% | -12% | 1%
(16) COc1ccc(CCNc2nc(SCc3cccc(F)c3)nc3ccccc23)cc1OC
→ x | x | 8 | x | x | 2% | 3%
(17) CC(=O)Nc1ccc(CN2C(=O)OC3(CCN(C(=O)c4cccc(C#N)c4)CC3)C2(C)c2ccccc2)cc1 (stereo not given)
→ 3% | -16% | -8 | u | -11% | -12% | 0%
(18) Cc1noc(C)c1C(=O)N1CC(CN2C(=O)c3c(c(C)nn3-c3ccccc3)C2C2CC2)C1 (stereo not given)
→ x | u | 0 | u | x | x | x
(19) O=C(c1ccc2[nH]ccc2c1)N1CCC2(CC1)Nc1ccccc1NC2=O
→ -15%[11.5 µM] | 40µM* | 12 | -14% | 2% | -14% | -9%
(20) COc1ccc(C(=O)N2CCC(N3C(=O)CCC3C(=O)NCc3ccccc3)CC2)cc1 (stereo not given)
→ 2% | -1% | -3 | -6% | -11% | 36%[activator] | 3%

Arranged by SMILES length (rising): part of the list above
Values run as follows: GPT2 inhibitor | HEK293 tox | IP6K1 inhibitor | NIH3T3 tox | Luciferase inh | SNCA expr inhib | HEK293 viab
(19) O=C(c1ccc2[nH]ccc2c1)N1CCC2(CC1)Nc1ccccc1NC2=O
→ -15%[11.5 µM] | 40µM* | 12 | -14% | 2% | -14% | -9%
(15) Cc1cccc(N2CCN(C(=O)C3CCCN(C(=O)c4cccnc4)CCC(=O)NCC3)CC2)c1 (stereo not given)
→ -2% | i | 7 | 3% | 1% | -12% | 1%
(18) Cc1noc(C)c1C(=O)N1CC(CN2C(=O)c3c(c(C)nn3-c3ccccc3)C2C2CC2)C1 (stereo not given)
→ x | u | 0 | u | x | x | x

(cont.)
Values run as follows: GPT2 inhibitor | HEK293 tox | IP6K1 inhibitor | NIH3T3 tox | Luciferase inh | SNCA expr inhib | HEK293 viab
(21) O=C(NC1CCN(c2cc(-c3cccs3)[nH]n2)C1)c1ccccc1Cl (stereo not given)
→ u | u | -11 | u | -22% | u | u
(22) Cc1ccccc1CNC(=O)c1ccc2c(c1)C(O)CCCCCN2C (stereo not given)
→ i | u | -4 | u | -26% | 5% | -3%
(23) CCCCCNC(=O)c1ccc2c(=O)n(CCc3ccccc3)c(=O)[nH]c2c1
→ x | x | -4 | x | x | -3% | 0%
(24) Cc1cncn1CCc1nc2c3ccccc3nc(SCC(=O)Nc3ccc(F)cc3)n2n1
→ x | x | 5 | x | x | 6% | -16%
(25) COc1ccc(C(=O)NCCn2cccc2-c2nc(-c3ccccc3)no2)cc1
→ i | -24% | 0 | -3% | 2.5µM* | 25% | -18%
(26) Cc1cc(C(=O)NC2CC(c3cc(=O)[nH]cn3)C2)cc(S(N)(=O)=O)c1C (stereo not given)
→ i | -8% | -13 | -2% | -4% | 12% | 0%
(27) Cc1ccc(S(=O)(=O)Cc2noc([C@@H]3C[C@@H](O)CN3C(C)C)n2)cc1
→ i | -3%[172 µM] | 21 | -17%[174 µM] | -5%[172 µM] | 9%[87.6 µM] | 2%[87.6 µM]
(28) COc1cccc(-c2cc3c(ccn3C)c(C(=O)NCCc3cnc[nH]3)n2)c1OC
→ 4%[88.5 µM] | u | -15 | u | 11%[172 µM] | 46%[activator][87.6 µM] | -13%[87.6 µM]
(29) COCC(=O)N[C@@H]1CN(Cc2ccc(C#N)cc2)CC[C@@H]1c1nc(C)no1
→ i | -2% | 8 | 1% | 6% | -9% | -5%
(30) CCc1ccccc1Nc1nn2c(=O)c3ccc(C(=O)NC(C)c4ccccc4)cc3nc2s1 (stereo not given)
→ x | x | -12 | x | x | u | -15%

Continuation:
entry | mol | GPT2 inhibitor | HEK293 tox | IP6K1 inhibitor | NIH3T3 tox | Luciferase inh | SNCA expr inhib | HEK293 viab
31 | COc1ccc(-c2noc(Cn3c(=O)c4ccccc4n(CC(=O)Nc4cccc(OC)c4)c3=O)n2)cc1 | x | x | 12 | x | x | 11% | -17%
32 | NC(=O)[C@H](Cc1ccc(O)cc1)NC(=O)C1=C[C@@H](NS(=O)(=O)c2cccs2)[C@@H](O)[C@H](O)C1 | i | -4% | 7 | i | 6% | 9% | 9%
33 | Cc1nnc2ccc(N3CCOCC3)nn12 | i | i | -11 | 3% | 2% | -8% | 6%
34 | Cc1nc2ccc(S(=O)(=O)N(C)CC(=O)Nc3ccc(C(C)C)cc3)cc2s1 | x | x | 27 | x | x | 23% | 7%
35 | CCCOCCc1nc2c([nH]1)CC(C)(C)CNC2=O | 2% | -7% | 7 | -1% | -1% | -7% | -4%
36 | Cc1noc2c(NC3CCOCC3)cc(-c3ccccn3)nc12 | i | u | -8 | u | 12%[172 µM] | 55%[activator][87.6 µM] | -3%[87.6 µM]
37 | COC1C(=O)N(C2CCN(C(=O)Cc3cccnc3)CC2)C12CCOCC2 (stereo not given) | i | 1% | -3 | -7% | 1% | -4% | 0%
38 | CCOC(=O)c1c(C)[nH]c(C)c1S(=O)(=O)NCC(=O)Nc1ccc(C)cc1C | x | x | -16 | x | x | -5% | 0%
39 | CC(C)N1C(=O)C2(CCCCC2)C1C(=O)N1CCCCC1 (stereo not given) | u | 1% | -15 | i | 7% | -11% | -2%
40 | COc1ccc(OC)c(NC(=O)c2cn(CC(C)C)c(=O)c3cc(OC)c(OC)cc23)c1 | x | x | -4 | x | x | -24% | -6%
41 | CCc1noc(-c2cn(C3CCN(C(=O)c4cccc(C#N)c4)CC3)nn2)n1 | -15% | -23% | 13 | u | -9% | -19% | -5%
42 | CCOC(=O)c1[nH]c(C)c(CCC(=O)Nc2ccc(C(C)=O)cc2)c1C | x | x | 0 | x | x | -6% | 3%
43 | O=C(CN1C(=O)CC(c2ccco2)Sc2ccccc21)Nc1cccc(C(F)(F)F)c1 (stereo not given) | x | x | -14 | x | x | u | -8%
44 | Cc1noc(-c2ccn3c(CNC(=O)CCC4CCCC4)nnc3c2)n1 | 0% | 0% | 1 | -8% | -1% | 10% | -9%
45 | COc1cc(OC)cc(C(=O)Nc2ccc3c(c2)N(C2CCCC2)C(=O)c2ccccc2S3)c1 | x | x | -18 | x | x | -1% | -7%
46 | CCN(CCCNC(=O)c1cc(Nc2ccc(OC)cc2)nc2ccccc12)c1cccc(C)c1 | x | x | -19 | x | x | 28% | u
47 | CC(C)C(=O)N1CCCC2(Cc3ccccc3CN2[S+](=O)([O-])c2ccccc2)C1 (stereo not given) | i | -11% | 0 | i | x | -11% | -10%
48 | CC1CCC(NC(=O)c2noc(-c3ccc(C#N)cc3)n2)CC1 (stereo not given) | i | -4% | 1 | i | 6% | -24% | 4%
49 | O=C(NCc1ccccn1)C1CCN(C(=O)N2CC3CC(C2)[C@H]2CCCC(=O)N2C3)CC1 (stereo not given in full) | i | -2% | 9 | u | -3% | 25% | 1%
50 | Cc1ccccc1CC(=O)N1CCC(n2cc(-c3nc(-c4ccccc4)no3)nn2)CC1 | i | -22% | -1 | -4% | 3% | 92%[activator] | 3%
51 | Cc1ccc(S(=O)(=O)Nc2ccc3c(c2)CN(CCc2ccc(F)cc2)C(=O)C(C)O3)cc1F (stereo not given) | i | u | 13 | u | -5% | -18% | -20%
52 | CCn1c(CO)nnc1C1CC(NC(=O)CCCc2ccc(F)cc2)C1 (stereo not given) | i | i | 8 | i | 10% | -17% | -1%
53 | CNC(=O)c1cccc(NC(=O)c2nc(C(O)c3ccccc3F)oc2C)c1 (stereo not given) | -2%[88.5 µM] | 79µM* | 10 | u | 9%[172 µM] | 26%[87.6 µM] | -14%[87.6 µM]
54 | CN1C(=O)c2cccn2CC1C(=O)N1CCCCC1 (stereo not given) | i | -12% | -13 | -20% | -2% | 11% | -29%

Compounds listed so far that contain a furan ring, fused or not (3):
entry | mol | GPT2 inhibitor | HEK293 tox | IP6K1 inhibitor | NIH3T3 tox | Luciferase inh | SNCA expr inhib | HEK293 viab
7 | CCc1ccc(OC(C)C(=O)Nc2c(C(=O)c3ccccc3)oc3ccccc23)cc1 (stereo not given) | x | x | 10 | x | x | 30% | 4%
11 | O=C(c1ccoc1)N1CCC2(CC1)CN(Cc1ccccc1)CC2CO (stereo not given) | i | -29% | 8 | -11% | -7% | 0% | 1%
43 | O=C(CN1C(=O)CC(c2ccco2)Sc2ccccc21)Nc1cccc(C(F)(F)F)c1 (stereo not given) | x | x | -14 | x | x | u | -8%
